Bioassay records: PubChem, National Center for Advancing Translational Sciences (NCATS)
aSyn tox rescue: qHTS of alpha-syn Inhibitors: NCGC Sytravon Library Screen; S. cerevisiae alpha-synuclein toxicity rescue, BacTiter-Glo growth, 24 h; 94,000 tested, 0.02% active; Potency, µM (highest dose often 46.1 µM), inactives show at the top dose growth rescue (activation), actives largely listed as activators; AID 1347070, 2019; active means well fitted activation curve with a large enough effect; inconclusive means small, poorly fitted or top-dose-only effect; further: 0% is about no effect
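Growth restoration measured by BacTiter-Glo luminescence after 24 hr at 30 deg C; alpha-synuclein yeast, raffinose-pregrown to mid-log, were added at OD600=0.02 in galactose medium onto pinned compounds.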
* hit, by the source's call; ? = inconclusive; [ ] = remark or other dose. Potency means the concentration at half of the fitted maximal effect. Not all compounds are listed (hit frequency here may not be typical).

SMILES | aSyn tox rescue
NNC(=O)c1csc(-c2ccc(C(F)(F)F)cc2Cl)n1 | -8%
Cc1ccc(CSC2=NCCN2S(=O)(=O)c2ccc(C)cc2)cc1 | 3%
O=S(=O)(Nc1ccc(-n2cnnn2)cc1)c1cccc(F)c1 | 0%
COc1ccc(CCNC(=O)c2cnn(-c3cccc(C)c3)c2C2CCN(C(=O)OC(C)(C)C)CC2)cc1OC | -3%
CCCc1cc(=O)[nH]c(SCC(=O)Nc2ccc(Br)cc2)n1 | -6%
COCCNC(=O)c1c(C)oc2nc(C)nc(N3CCOCC3)c12 | 12%
CCC1(c2ccccc2)NC(=O)N(CC(=O)Nc2cccc(S(=O)(=O)N3CCCCC3)c2)C1=O (stereo unspecified) | -8%
CC(C)c1nn2c(=O)cc(COC(=O)c3cccc(NC(=O)COc4ccc(F)cc4)c3)nc2s1 | 3%
O=C(Cn1c(/C=C/c2ccccc2)nc2ccccc21)Nc1ccc(F)cc1 | 2%
Cc1ccc(S(=O)(=O)NCc2ccco2)cc1C(N)=O | 13%
CS(=O)(=O)Nc1ccc(C(=O)Nc2cccc([N+](=O)[O-])c2)cc1 | -43%[inhibitor]
CCOC(=O)c1noc2ncn(CC(=O)Nc3ccc(F)cc3Cl)c(=O)c12 | -9%
O=C(Nc1ncc([N+](=O)[O-])s1)C1CC(=O)N(c2ccc(F)cc2)C1 (stereo unspecified) | 9%
COc1ccc2oc(C(=O)OC(C)C(=O)NCc3ccccc3)c(C)c2c1 (stereo unspecified) | 10%
COc1ccc(Cc2nc3ccc(C(=O)NCc4ccccc4Cl)cc3o2)cc1 | ?
CCCn1c(-c2ccccc2)cc(SC)c(C#N)c1=O | -4%
Cc1cn([C@H]2C[C@H](O)[C@@H](CNC(=O)[C@@H]3CCCN3Cc3ccccc3)O2)c(=O)[nH]c1=O | 6%
COc1ccc(N/N=C(/C#N)S(=O)(=O)C(C)(C)C)cc1 | -4%
CCCn1c(SCC(=O)NCCc2ccccc2)nnc1C(C)C | 5%
COc1cccc(C(=O)c2cn(CC(=O)Nc3cccc(C(F)(F)F)c3)c3nc(C)ccc3c2=O)c1 | -4%
COCCCNC(=O)COc1ccc2oc3c(c2c1)CCCC3 | 2%
Cc1nc2ccn(Cc3cccnc3)c(=O)c2cc1C(=O)Nc1ccc(OC(F)(F)F)cc1 | -1%
COc1cc(N2C(=O)CSC23C(=O)N(Cc2cccc(F)c2)c2ccccc23)cc(OC)c1OC (stereo unspecified) | -2%
O=C1c2cnc3ncnn3c2CC2c3ccccc3CCN12 (stereo unspecified) | -19%
CCc1ccc(CNC(=O)c2cc3cc(S(=O)(=O)N4CCCCC4)ccc3n2C)cc1 | 1%
COc1cc(NC(=O)[C@@H](NC(=O)c2ccco2)C(C)C)c(OC)cc1NC(=O)c1ccccc1 | 8%
Cc1csc(SCC(=O)NC(=O)c2ccccc2)n1 | -6%
CCOc1ccccc1NC(=S)NCc1cccn1C | 0%
COC(=O)c1c(NC(=O)CSc2nc3ccccc3c(=O)n2Cc2ccco2)sc(C)c1C | 13%
Cc1cc(C)c2c(-c3ccc(F)cc3)c(C#N)c(=O)n(C)c2n1 | 1%
Cc1nc2ccc(NC(=O)c3ccccc3)cc2c(=O)n1Cc1ccc(F)cc1 | -4%
Cc1cc(NC(=O)c2ccc(Cl)c(Cl)c2)ccc1-c1cc2ccccc2oc1=O | 1%
Cc1cc(N2CCCCC2)nc2ccc(NC(=O)c3cccc(F)c3)cc12 | -5%
CC(C)c1cc(C(=O)N2CCCC(CCC(=O)N3CCN(c4ccccn4)CC3)C2)no1 (stereo unspecified) | 10%
Cc1ccc(NC(=O)c2sc3nc[nH]c(=O)c3c2C)cc1C | -3%
Cc1ccc(CNC(=O)c2cccc(-n3cnc4cccnc43)c2)cc1 | -32%[inhibitor]
COc1ccc(Cn2nnc3c(=O)[nH]c(C4CCN(C(=O)c5ccc(C)cc5)CC4)nc32)cc1OC | -5%
COc1ccc(CNC(=O)c2cnc(N(C)C)nc2)cc1 | -3%
CC(C)CC1NC(=O)c2cccnc2-n2c1nc1cc(F)c(F)cc1c2=O (stereo unspecified) | -8%
O=C(O)Cn1c(-c2cccs2)cc2cc(Cl)ccc21 | -19%

Some values from the list:
Cc1ccc(CNC(=O)c2cccc(-n3cnc4cccnc43)c2)cc1 in aSyn tox rescue → -32%[inhibitor]
CCCn1c(-c2ccccc2)cc(SC)c(C#N)c1=O in aSyn tox rescue → -4%
COc1cccc(C(=O)c2cn(CC(=O)Nc3cccc(C(F)(F)F)c3)c3nc(C)ccc3c2=O)c1 in aSyn tox rescue → -4%

(list continues)
SMILES | aSyn tox rescue
Cc1c2cn[nH]c(=O)c2c(C)n1Cc1ccc(F)cc1 | -6%
CCOc1ccccc1NC(=O)n1ncc2cc(Cl)ccc21 | -4%
Cc1cc(NC(=O)CN(C)S(=O)(=O)c2ccc3c(c2)CCC(=O)N3)ccc1Br | -9%
CCOC(=O)c1c(C)oc2ncnc(NCCc3ccccc3)c12 | -6%
CCCCC[n+]1ccn(C2=C([O-])c3ccccc3C(=O)/C2=N\S(=O)(=O)c2ccc(Cl)cc2)c1 | -8%
Cc1cc(C)cc(Nc2nc3c(S(=O)(=O)c4cccc(Cl)c4)nnn3c3ccsc23)c1 | -5%
COc1ccccc1-c1c(C)nn2c(N3CCN(c4cccc(Cl)c4)CC3)cc(C)nc12 | 8%
O=C(COC(=O)C1C2CC3OC(=O)C1C3C2)Nc1ccc(F)cc1 (stereo unspecified) | -2%
COc1ccc(OCC(=O)NCc2ccc3c(c2)CCN3C(=O)c2ccc(F)cc2)cc1 | 10%
O=C(Nc1onc2c1CCCC2)c1ccccc1 | -3%
COc1cccc(-c2nc3c(C#N)c[nH]n3c2NC2CCC(C)CC2)c1 (stereo unspecified) | -3%
O=C(Nn1cnc2ccccc2c1=O)c1ccc([N+](=O)[O-])cc1Cl | 2%
Cc1ccc(-c2nc3c4ccccc4n(CC(=O)N4CCN(c5ccccc5F)CC4)c(=O)n3n2)cc1 | 5%
Cc1nn(CC(=O)NNC(=O)c2ccccc2F)c([N+](=O)[O-])c1Br | 0%
CC(C)(C)Cc1c(-c2ccc(F)cc2)nc2ccc(Br)cn12 | -16%
COc1cc(NC(=O)CN2C(=O)C(c3ccc(C)cc3)=NC23CCCCCC3)cc(OC)c1 | 0%
S=C(NCc1cccs1)Nc1cccc2ccccc12 | 11%
Cc1ccc(N(C(=O)Cn2nnc(-c3ccccc3F)n2)C(C(=O)NC2CCCC2)c2ccncc2)cc1 (stereo unspecified) | 4%
C=Cc1ccc(Cn2c(C)c(CNCCc3ccc(OCC)cc3)c(C(=O)O)c2C)cc1 | 1%
Cc1ccc(C)c2c1CCCC2=O | -7%

Ordered by number of heavy atoms (descending): part of the list above
SMILES | aSyn tox rescue
Cc1cc(C)cc(Nc2nc3c(S(=O)(=O)c4cccc(Cl)c4)nnn3c3ccsc23)c1 | -5%
Cc1nn(CC(=O)NNC(=O)c2ccccc2F)c([N+](=O)[O-])c1Br | 0%
CCOc1ccccc1NC(=O)n1ncc2cc(Cl)ccc21 | -4%

Among those listed so far, these have an NH in an aromatic ring:
SMILES | aSyn tox rescue
CCCc1cc(=O)[nH]c(SCC(=O)Nc2ccc(Br)cc2)n1 | -6%
Cc1cn([C@H]2C[C@H](O)[C@@H](CNC(=O)[C@@H]3CCCN3Cc3ccccc3)O2)c(=O)[nH]c1=O | 6%
Cc1ccc(NC(=O)c2sc3nc[nH]c(=O)c3c2C)cc1C | -3%
COc1ccc(Cn2nnc3c(=O)[nH]c(C4CCN(C(=O)c5ccc(C)cc5)CC4)nc32)cc1OC | -5%
Cc1c2cn[nH]c(=O)c2c(C)n1Cc1ccc(F)cc1 | -6%
COc1cccc(-c2nc3c(C#N)c[nH]n3c2NC2CCC(C)CC2)c1 (stereo unspecified) | -3%

No new results follow: 2 of the compounds above.
SMILES | aSyn tox rescue
Cc1c2cn[nH]c(=O)c2c(C)n1Cc1ccc(F)cc1 | -6%
CCOc1ccccc1NC(=O)n1ncc2cc(Cl)ccc21 | -4%

The list goes on:
SMILES | aSyn tox rescue
Cc1cccc(N2CC(C)Cn3c2nc2c3c(=O)n(CC(=O)O)c(=O)n2C)c1 (stereo unspecified) | -9%
CCOC(=O)c1nc(C)n(-c2cc(OC)c(Cl)cc2Cl)n1 | -2%
Cc1ccc(-n2c(SCCC(C)C)nc3sc4c(c3c2=O)CC(C)(C)OC4)cc1 | 3%
O=C(Cn1nnc(-c2ccc(Cl)cc2)n1)NC(=O)NC1CCCC1 | 4%
COc1ccc2c(c1)c(=O)c(S(=O)(=O)c1ccc(C)c(C)c1)cn2CC(=O)Nc1ccccc1 | 0%
O=C(COc1ccc(Cl)cc1)Nc1ccc(-c2nc3cc(Cl)ccc3o2)c(O)c1 | -6%
C[C@H](O)[C@@H]1C(=O)N2CCc3c([nH]c4ccccc34)[C@@H]2C[C@@H]1N(C)C(=O)Nc1ccc(F)cc1 | -4%
Cc1ccc(CNC(=O)c2sc3nc(-c4ccccc4)cn3c2C)cc1 | -9%
COc1cc(Cl)c(C)cc1NC(=O)c1cc2c(s1)-c1c(C)cccc1OC2 | -8%
CCN1CCN(c2c(S(=O)(=O)c3ccc(C)c(C)c3)cnc3cc(OC)c(OC)cc23)CC1 | 0%
N#Cc1c(-c2ccccc2)cc(-c2ccccc2)nc1SCC(O)CS(=O)(=O)Cc1ccc(Cl)cc1 (stereo unspecified) | 4%
O=C(COC(=O)c1nn(-c2ccccc2C(F)(F)F)cc1O)c1ccc(OC(F)F)cc1 | -2%
COc1ccc(-c2cn3c(C)c(C(=O)N4CCN(c5ccc(F)cc5)CC4)sc3n2)cc1 | 10%
O=C(CN1CCN(S(=O)(=O)c2ccccc2)CC1)Nc1ccc2c(c1)CCC2 | 11%
Cc1ccc(C(CCNC(C)c2cccs2)c2ccco2)cc1 (stereo unspecified) | 5%
Cn1c(=O)c2c(ncn2CC(=O)Nc2cccc(C(F)(F)F)c2)n(C)c1=O | -3%
COCOCCn1cc(CN2CCS(=O)(=O)N(Cc3ccc(-c4ccncc4)cc3)C(C(C)C)C2=O)nn1 (stereo unspecified) | 4%
O=C(c1ccco1)n1nc(-c2ccccc2)nc1NCc1ccc(F)cc1 | 9%
COc1cc(OC)c(NC(=O)N2CC=C(c3c[nH]c4ccccc34)CC2)cc1Cl | -12%
Cc1ccc(C2Nc3ccccc3NC3=C2C(=O)OC(C)C3)cc1 (stereo unspecified) | 5%
COc1cc(OC)c(NC(=O)CN2C(=O)CCn3nc(-c4cccn4C)cc32)cc1Cl | -1%
CCOc1ccc(-c2nnc(SCC(=O)Nc3cccc(C#N)c3)o2)cc1 | -1%
O=C(c1ccccc1)N1CCN(CCc2ccncc2)CC1 | -2%
O=C(CCN1C(=O)c2cccc3cccc(c23)C1=O)NC1CCS(=O)(=O)C1 (stereo unspecified) | -3%
Cc1nc2cc(Nc3ccncc3)ccc2s1 | -7%
COc1ccc(-c2cc(C(F)(F)F)nc(SCC(=O)NCCc3ccccc3)n2)cc1OC | 5%
CCCCCC(=O)Nc1ccc(NC(=O)c2cc3ccccc3o2)c(OC)c1 | -9%
O=C(CCNS(=O)(=O)c1ccccc1C(F)(F)F)NC1CCCCCC1 | -4%
COc1ccc(Cl)cc1NC(=O)CN1Cc2ccccc2C1=O | 10%
O=C1[C@H]2[C@@H](c3ccc(C(F)(F)F)cc3)N[C@]3(CCCN(Cc4ccco4)C3=O)[C@H]2C(=O)N1Cc1ccccc1 | 14%
CCc1ccccc1OCCSc1nnc(-c2cc(OC)c(OC)c(OC)c2)o1 | 5%
CCN(CC)CC(=O)Nc1cccc(S(=O)(=O)N2CCCC2)c1 | -5%
Cc1ccc(N2C(=O)C(NC(=O)c3ccccc3)(C(F)(F)F)C3=C2CC(C)(C)CC3=O)cc1 (stereo unspecified) | 0%
Cc1ccc(S(=O)(=O)c2cn(Cc3cccc(F)c3)c3cc(N4CCCC4)c(F)cc3c2=O)cc1 | -7%
CCCOc1ccc(/C=C/C(=O)Nc2sc3c(c2C(=O)OCC)CCC(C)C3)cc1OC (stereo unspecified) | -9%
CCc1noc(C)c1C(=O)NNC(=O)c1cc(OC)c(OC)c(OC)c1 | 8%
COc1ccc(-c2noc(CN(C)C(=O)CCCN3C(=O)[C@H]4CC=CC[C@H]4C3=O)n2)cc1 | -5%
O=S(=O)(NCCc1csc2nc(-c3ccc(F)cc3)nn12)c1ccc2c(c1)OCCO2 | -6%
CC(=O)N(Cc1ccc(Br)cc1)c1ccccc1C(=O)O | 10%
COC(=O)c1ccc2c(c1)N(CC(=O)Nc1cccc(C(F)(F)F)c1)C(=O)c1ccccc1S2 | 6%
CC(C)(C)c1ccc(S(=O)(=O)NNC(=O)C2CCN(Cc3cccc(F)c3)CC2)cc1 | 6%
COc1ccc(CCNS(=O)(=O)c2c(C)nc3sc(C)cn3c2=O)cc1OC | -1%
O=c1cc(-c2ccccc2)nc(SCc2nc(-c3cccc(C(F)(F)F)c3)no2)[nH]1 | -8%
Cc1ccc(CN2c3ccccc3S(=O)(=O)c3ccccc32)cc1 | 6%
Cc1ccc(CC(=O)Nc2c(C(=O)N3CCN(c4ccccc4)CC3)oc3ccccc23)cc1 | -5%
Cc1ccccc1CN1N=C(/C=C/c2ccccc2)CCC1=O | 1%
COc1ccc(C(=O)N/C(=C\c2ccc(Cl)cc2)C(=O)NCCN2CCOCC2)cc1 | 7%
CCCc1nnc(NC(=O)OCC)s1 | -2%
Cc1cc(C)c(/C=C/c2onc(C)c2S(=O)(=O)N2CCC(C(=O)NCC(C)c3ccccc3)CC2)c(C)c1 (stereo unspecified) | 2%
CCN1C(=O)/C(=C2/Sc3ccc(OC)cc3N2C)SC1=Nc1ccc(OC)cc1 | 2%
